Screening results: PubChem BioAssay, National Center for Advancing Translational Sciences (NCATS)
GPT2 inh – inhibitors of human GPT2 alanine aminotransferase; Q8TD30; Recombinant GPT2, coupled pyruvate oxidase/HRP Amplex Red fluorescence; Potency, µM (series often up to 57.7 µM), for the others: top-dose activity change, negative = inhibition, most hits filed as inhibitors; actives 0.25% (n = 100,000); AID 1671188; also: potency is read from the fitted curve at half-maximal effect; nearly all actives have a fitted effect of over 60% in size; many of its hits are not listed in these tables
Target sequence (Q8TD30 whole entry, looked up): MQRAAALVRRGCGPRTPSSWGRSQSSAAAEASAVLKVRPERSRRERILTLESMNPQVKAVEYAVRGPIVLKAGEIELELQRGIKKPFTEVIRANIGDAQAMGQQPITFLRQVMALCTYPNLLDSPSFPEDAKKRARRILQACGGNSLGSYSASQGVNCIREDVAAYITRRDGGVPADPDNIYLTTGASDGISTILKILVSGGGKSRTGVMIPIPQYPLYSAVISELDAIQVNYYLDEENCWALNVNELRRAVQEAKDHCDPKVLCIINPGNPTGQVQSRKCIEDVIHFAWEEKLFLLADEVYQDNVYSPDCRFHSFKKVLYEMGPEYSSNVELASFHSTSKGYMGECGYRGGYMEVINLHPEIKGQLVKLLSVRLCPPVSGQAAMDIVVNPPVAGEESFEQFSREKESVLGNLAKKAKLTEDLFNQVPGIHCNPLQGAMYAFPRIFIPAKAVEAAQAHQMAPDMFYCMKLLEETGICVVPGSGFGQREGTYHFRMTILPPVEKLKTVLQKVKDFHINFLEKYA
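Fluorescence of coupled pyruvate oxidase/HRP/Amplex Red system (50uM Amplex, 30 min, dark) reports pyruvate formed by GPT2. Enzyme reaction: 10ng/uL GPT2, 2mM L-alanine, 250uM a-KG, 30 min room temperature, pH 7.5; 50uM AOA control.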
HEK cytotox – kills HEK 293 cells | actives 6.6% (n = 94,000) | HEK 293 viability, ATP luminescence (CellTiter-Glo), 48-72 h | AID 1345083 | Potency, µM (titrated, usually from 115 µM), inactives show at the top dose activity change, negative = cytotoxicity, hits mostly inhibitors; also: potency is read from the fitted curve at half-maximal effect; nearly all actives have a fitted effect of over 60% in size
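Viability of HEK 293 cells, plated at 250 cells/well, was judged by cellular ATP after compound treatment for 48 or 72 hr. Luminescence was imaged 10 min after CellTiter-Glo addition at room temperature.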
NIH3T3 tox – kills NIH 3T3 cells. NIH 3T3 viability, CellTiter-Glo ATP luminescence, 48-72 h. Potency, µM (series often up to 96.7 µM), for inactives: top-dose activity change, negative = cytotoxicity, actives largely listed as inhibitors. actives 4.3% (n = 94,000). AID 1345082; also: potency is read from the fitted curve at half-maximal effect; nearly all actives have a fitted effect of over 55% in size
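Cytotoxicity is measured as loss of cellular ATP: NIH 3T3 cells (400/well) are exposed to compound for 48 or 72 hr at 37 °C, then CellTiter-Glo luminescence is imaged after 10 min at room temperature.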
SNCA expr inhib – SNCA gene expression inhibition; actives 0.17% (n = 140,000); HEK-293 SNCA-luciferase knock-in, luminescence, 24 h; Potency, µM (series often up to 57.2 µM), without a hit: at the top dose activity change, negative = inhibition, most hits filed as inhibitors; AID 1671194;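 also: potency is read from the fitted curve at half-maximal effect; plate controls were DMSO cells for no effect and cell-free wells for full effect; nearly all actives have a fitted effect of over 45% in size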
IP6K1 inh – blocks human inositol hexakisphosphate kinase 1. Q92551. activity change, % (series mostly up to about 58 µM). IP6K1 kinase, ADP-Glo luminescence, 2 h; hits give low values. actives 0.81% (n = 140,000). AID 1645851; in the data active = activity change below about -25%
Target sequence (Q92551 whole entry, looked up): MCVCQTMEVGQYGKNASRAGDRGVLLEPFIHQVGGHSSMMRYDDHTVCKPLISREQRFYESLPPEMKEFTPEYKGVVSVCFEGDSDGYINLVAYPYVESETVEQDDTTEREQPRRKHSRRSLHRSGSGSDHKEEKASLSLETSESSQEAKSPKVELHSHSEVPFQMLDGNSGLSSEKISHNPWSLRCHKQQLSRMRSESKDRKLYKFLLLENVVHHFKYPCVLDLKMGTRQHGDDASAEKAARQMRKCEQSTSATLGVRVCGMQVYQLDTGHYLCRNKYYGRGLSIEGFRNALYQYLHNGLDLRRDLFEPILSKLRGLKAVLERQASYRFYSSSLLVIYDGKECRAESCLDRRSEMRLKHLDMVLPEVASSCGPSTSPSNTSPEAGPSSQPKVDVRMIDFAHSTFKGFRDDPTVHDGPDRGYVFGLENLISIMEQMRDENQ
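ADP-Glo luminescence measures ADP made by human IP6K1 during a 2 h RT reaction with ATP/IP6 (mix at 1.3 mM/130 uM); top library doses 57.5 and 19.1 uM final.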
SNCA viab count – reduces viability of HEK-293 SNCA reporter cells. Potency, µM (highest dose often 57.1 µM), inactives show top-dose activity change, negative = cytotoxicity, actives largely listed as cytotoxic. HEK-293-SNCA-luc viability, GF-AFC fluorescence, 24 h. actives 0.12% (n = 150,000);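 also: potency is read from the fitted curve at half-maximal effect; 0% = DMSO-treated cells and -100% = medium-only wells without cells; nearly all actives have a fitted effect of over 30% in size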
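Cytotoxicity counterscreen: after 24 h compound treatment of genome-edited SNCA-luciferase HEK-293 cells, live-cell protease substrate GF-AFC read by fluorescence after 30 min; activity scaled between DMSO (0%) and medium-only (-100%), curves Hill-fitted.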
Luciferase inh – blocks purified firefly luciferase enzyme activity | P08659 | purified P. pyralis luciferase, luminescence, biochemical | Potency, µM (highest dose often 115 µM), for inactives: at the highest dose activity change, negative = inhibition, hits mostly inhibitors | actives 2.5% (n = 76,000); also: potency is read from the fitted curve at half-maximal effect; nearly all actives have a fitted effect of over 65% in size
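Luminescence read by CCD imager after adding enzyme (10nM final) to wells holding compound, titrated in qHTS. Substrates 10uM each D-luciferin and ATP; buffer 50mM Tris acetate pH 7.5, 10mM Mg acetate, Tween-20, BSA.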
The depositor's hits bear a star; i = inactive; ? = inconclusive; . = no result given; & = joins results of further samples; ! = a repeat was not active; [ ] = another dose, or the depositor's remark. Unless noted, calls follow the shape of the dose curve; as a rule, active = well fitted curve in the direction sought with a large enough effect; inconclusive = small, poorly fitted or top-dose-only effect, or another doubt; inactive = no such curve, though single readings can be large; an effect the other way counts as inactive or inconclusive. Unless noted, % is scaled to controls: 0 for no effect and ±100 for the full control effect. An excerpt (hit frequency here may not be typical).

SMILES	GPT2 inh	HEK cytotox	NIH3T3 tox	SNCA expr inhib	IP6K1 inh	SNCA viab count	Luciferase inh
Oc1cc(-c2nc(-c3ccccc3)[nH]c2-c2ccncc2)ccc1Cl	4%	.	.	-6%	-11	-15%&2%	.
C[C@@H](c1nc(-c2ccc(C#N)cc2)cs1)[C@](O)(Cn1cncn1)c1cc(F)ccc1F	5%	.	.	.	-5	?	.
Cc1ccc(C(=O)Nc2cccc(C(F)(F)F)c2)cc1-c1ccc2nc(NCCN3CCOCC3)ncc2c1	-2%	.	.	58%[activator]	2	?	.
CCOC(=O)[C@H](CCc1ccccc1)N[C@@H](C)C(=O)N1C(=O)N(C)C[C@H]1C(=O)O	-4%&2%	.	.	49%[25.6 µM]	1&30	-7%	.
CN(C)CCCSc1ccccc1NC(=O)/C=C/c1ccccc1	i	.	.	54%[25.6 µM]	18	-16%[23.9 µM]	.
CCc1ccccc1OC[C@@H](O)CN[C@H]1CCCc2ccccc21	3%	.	.	.	-7	-8%	.
CCc1cc2c(cc1N1CCC(N3CCOCC3)CC1)C(C)(C)c1[nH]c3cc(C#N)ccc3c1C2=O	-4%[27.3 µM]	.	.	26%	5	?	.
Cc1c(C)n(Cc2ccccc2)c2ccc(C(=O)OCCN(C)C)cc12	-26%	.	.	9%[25.6 µM]	6	-9%[23.9 µM]	.
CN(c1nccc(=O)[nH]1)C1CCN(c2nc3ccccc3n2Cc2ccc(F)cc2)CC1	-4%&-10%&-2%	.	.	-3%	4&-14	-1%	.
CS(=O)(=O)NCC1CCC(Nc2nc3c(s2)CCSc2ccccc2-3)CC1 (configuration not stated)	2%	.	.	.	7	-15%	.
CNc1nccc(-c2cccnc2Oc2cc(C(=O)Nc3cccc(C(F)(F)F)c3)ccc2C)n1	-5%&-11%	.	.	-16%	-2	-39%&-18%	.
Cc1nc2n(c(=O)c1CCN1CCC(C(=O)c3ccc(F)cc3)CC1)CCS2	i	.	.	-41%[25.6 µM]	26	-13%[23.9 µM]	.
O=S(=O)(c1ccccc1F)N1CCC(OCc2noc(C3CCCO3)n2)CC1 (configuration not stated)	3%	?	-26%	?	7	14%	.
C[C@H]1[C@H](C)CC[C@]2(C(=O)O)CC[C@]3(C)C(=CC[C@@H]4[C@@]5(C)C[C@@H](O)[C@H](O)[C@@](C)(CO)[C@@H]5CC[C@]43C)[C@H]12	i	.	.	.	-15	-15%	.
CNc1ccc([N+](=O)[O-])c(Nc2ccc3[nH]ncc3c2)n1	-2%	.	.	.	-7	?	.
NCc1ccccc1Sc1ccccc1CO	3%	.	.	-32%[25.6 µM]	-15	-22%[23.9 µM]	.
CC(C)CCCC(C)NCCC(C)C (configuration not stated)	2%	.	.	6%[25.6 µM]	-10	19%[23.9 µM]	.
C=C1c2cccc(O)c2C(O)=C2C(=O)[C@@]3(O)C(O)=C(C(N)=O)C(=O)[C@@H](N(C)C)[C@@H]3[C@@H](O)[C@H]12	i	.	.	-10%	.	-10%	.
O=C(Nc1cccc(Cl)c1)Nc1ncc(CCNc2ncnc3ccsc23)s1	3%	.	.	-22%	.	-8%	.
C[C@@H]1CCC[C@H](C)N1CCCC(O)(c1ccccc1)c1ccccn1 (some centres not stated)	2%	.	.	7%[25.6 µM]	8	1%[23.9 µM]	.
CCC[C@H](Nc1nc(-c2ccc(NC(=O)NCC)c(OC)c2)ncc1C)c1cccnc1	i	.	.	8%	.	-15%	.
Cn1cnc(-c2cc3nccc(Oc4ccc(NC(=S)NC(=O)Cc5ccccc5)cc4F)c3s2)c1	4%	.	.	12%	-6	16%&-25%	.
COC(=O)N/N=C/c1c[n+]([O-])c2ccccc2[n+]1[O-]	-3%	.	.	31%[25.6 µM]	-11	-33%[23.9 µM]	.
CCCCOc1cc(C(=O)OCCN(CC)CC)ccc1N	i	.	.	-20%[25.6 µM]	-4&20	?	.
CC(C)OCc1cc(CN2CCN(c3ccccc3)CC2)c(O)c2ncccc12	.	.	.	?	-2	-14%	.

Among those listed so far, these have two or more sulfur atoms:
SMILES	GPT2 inh	HEK cytotox	NIH3T3 tox	SNCA expr inhib	IP6K1 inh	SNCA viab count	Luciferase inh
CS(=O)(=O)NCC1CCC(Nc2nc3c(s2)CCSc2ccccc2-3)CC1 (configuration not stated)	2%	.	.	.	7	-15%	.
O=C(Nc1cccc(Cl)c1)Nc1ncc(CCNc2ncnc3ccsc23)s1	3%	.	.	-22%	.	-8%	.
Cn1cnc(-c2cc3nccc(Oc4ccc(NC(=S)NC(=O)Cc5ccccc5)cc4F)c3s2)c1	4%	.	.	12%	-6	16%&-25%	.

Remaining list, next part
SMILES	GPT2 inh	HEK cytotox	NIH3T3 tox	SNCA expr inhib	IP6K1 inh	SNCA viab count	Luciferase inh
O=C(O)c1ccc(-n2nc(-c3ccccc3O)nc2-c2ccccc2O)cc1	i	.	.	5%	0	3%	.
Cc1nnc(-c2sc(NC(=O)[C@H](C(C)C)n3c(=O)[nH]c4ccccc4c3=O)nc2C)o1	0%	.	.	.	16	-12%	.
COCCOc1ccc2c(c1)ncn2-c1ccc2cccc(N3CCC(N)CC3)c2n1	i	.	.	?	-1	?	.
CC1(C)O[C@@H]2C[C@H]3[C@@H]4C[C@H](F)C5=CC(=O)C=C[C@]5(C)[C@@]4(F)[C@@H](O)C[C@]3(C)[C@]2(C(=O)CO)O1	4%	.	.	-14%[25.6 µM]	-1	20%[23.9 µM]	.
O=C(O)c1ccc(Nc2ncc3c(n2)-c2ccc(Cl)cc2C(c2c(F)cccc2F)=NC3)cc1	-16%	.	.	119%[activator]	-49*	-15%&-23%	.
NC(=O)[C@H]1CCS[C@@H]2C[C@]3(CCCN3C(=O)Cc3ccc(NC(=O)COc4ccc(Cl)cc4Cl)cc3)C(=O)N12	-15%&-2%	.	.	?	0	-21%&-24%	.
Cn1ccc2cc3c(cc21)CCN3C(=O)Nc1cccnc1	?	.	.	-11%	20	-4%	.
CCOCc1cc(OC)c(-c2ccc(C[C@H](NC(=O)c3c(F)cccc3F)C(=O)O)cc2)c(OC)c1	i	.	.	.	5	2%	.
COc1ccccc1C(=O)N1CCC2(C1)C(=O)N(C)c1ccccc12 (configuration not stated)	0%[88.5 µM]	?	0%[138 µM]	-24%[87.6 µM]	0	-2%[87.6 µM]	0%[172 µM]
O=C(O)c1ccccc1NC(=O)N1CCC(c2ccccc2C(F)(F)F)CC1	i	.	.	.	-6	-9%	.
O=C(NCC1(N2CCN(c3ccccc3)CC2)CCOCC1)c1cccnc1Sc1ccccc1	i	.	.	.	-2	-8%	.
Cc1cc(C)c(-n2cc(C)c3c(Cl)nc(C)nc32)c(C)c1	-11%	.	.	.	2	-26%	.
Cc1cc(=O)oc2cc(O)ccc12	-2%	.	.	8%	18	?	.
CO/N=C(/C(=O)N[C@@H]1C(=O)N2C(C(=O)O)=C(Cn3ccc(=N)n3CCO)CS[C@H]12)c1csc(N)n1	i	.	.	.	0	-12%	.
CC[C@H](C(=O)Nc1ccccc1N1CCCC1)c1ccccc1	i	.	.	.	3	2%	.
CC#CCn1c(N2CCCC(N)C2)nc2c1c(=O)n(Cc1nc(C)c3ccccc3n1)c(=O)n2C (configuration not stated)	i	.	.	.	2	-22%	.
OC(CNCCc1c[nH]c2ccccc12)Cn1c2ccccc2c2ccccc21 (configuration not stated)	4%	.	.	.	-10	?	.
C=CC(=O)N1CCN(C(=O)CNc2cc(-c3ccccc3Cl)c(Cl)cc2OC)CC1	i	.	.	.	-5	-2%	.
CCOC(=O)CCN(C(=O)c1ccc2c(c1)nc(CNc1ccc(C(=N)N)cc1)n2C)c1ccccn1	-1%	.	.	.	9	-11%	.
O=C(NCCCN1CCOCC1)c1ccc(Cl)cc1	4%	.	.	-6%[25.6 µM]	3	28%[23.9 µM]	.
FC(F)(F)Oc1ccc(-c2ccc3nnc(C(F)(F)F)n3c2)cc1	0%	.	.	.	7	-14%	.
CCCCCCCCCCCC[N+](C)(C)Cc1ccccc1	0%	.	.	-71%[25.6 µM]	-7	-30%[23.9 µM]	.
CC1(C)[C@@H](O[C@H]2O[C@H](C(=O)O)[C@@H](O)[C@H](O)[C@H]2O[C@@H]2O[C@H](C(=O)O)[C@@H](O)[C@H](O)[C@H]2O)CC[C@]2(C)[C@H]3C(=O)C=C4[C@@H]5C[C@@](C)(C(=O)O)CC[C@]5(C)CC[C@@]4(C)[C@]3(C)CC[C@@H]12	i	.	.	.	-14	4%[23.9 µM]	.
COc1cc(C=O)ccc1O	i	.	.	14%[25.6 µM]	0	-19%[23.9 µM]	.
CC1=CC[C@]2(C(=O)O[C@@H]3O[C@H](CO[C@@H]4O[C@H](CO)[C@@H](O[C@@H]5O[C@@H](C)[C@H](O)[C@@H](O)[C@H]5O)[C@H](O)[C@H]4O)[C@@H](O)[C@H](O)[C@H]3O)CC[C@]3(C)C(CCC4[C@@]5(C)C[C@@H](O)[C@H](O)[C@@](C)(CO)C5CC[C@]43C)C2C1C (some centres not stated)	i	.	.	.	-3	-29%[12.5 µM]	.

A stretch from the list above, for reference:
SMILES	GPT2 inh	HEK cytotox	NIH3T3 tox	SNCA expr inhib	IP6K1 inh	SNCA viab count	Luciferase inh
C=CC(=O)N1CCN(C(=O)CNc2cc(-c3ccccc3Cl)c(Cl)cc2OC)CC1	i	.	.	.	-5	-2%	.
CCOC(=O)CCN(C(=O)c1ccc2c(c1)nc(CNc1ccc(C(=N)N)cc1)n2C)c1ccccn1	-1%	.	.	.	9	-11%	.

(continued)
SMILES	GPT2 inh	HEK cytotox	NIH3T3 tox	SNCA expr inhib	IP6K1 inh	SNCA viab count	Luciferase inh
Cc1nc2c3ccccc3nc(NNC(=O)CCC(=O)N3CCN(c4ccccc4F)CC3)n2n1	.	.	.	3%	3	2%	.
Cc1nn(C)c2c1C(c1ccc(C(F)(F)F)cc1)C(C#N)=C(N)O2 (configuration not stated)	15µM*!	.	.	22%	-10	7%&7%	.
CC(C)NNC(=O)c1ccncc1	i	.	.	12%	7	21%	.
CN(C)c1ccc2nc3ccc(=[N+](C)C)cc-3sc2c1	?	.	.	56%[25.6 µM]	-30*	?	.
Cc1nnc(-c2ccc3occ(-c4ccc(S(C)=O)cc4)c3c2)o1 (configuration not stated)	-8%	.	.	.	-16	11%	.
O=C(O)c1cc(=O)c2ccccc2o1	5%	.	.	17%[25.6 µM]	5	-19%[23.9 µM]	.
COc1ccc(-c2cc(C(F)F)nn2-c2ccc(S(N)(=O)=O)cc2)cc1F	1%	.	.	43%[25.6 µM]	-4	-7%[23.9 µM]	.
NC(=O)c1cccc2[nH]c(-c3ccc([C@H]4CCCN4)cc3F)nc12	i	.	.	29%	8	-29%	.
C[C@@H]1COCCN1c1cc(C2(S(C)(=N)=O)CC2)nc(-c2ccnc3[nH]ccc23)n1 (some centres not stated)	3%	.	.	-6%	.	?	.
